# Screening results as filed in PubChem BioAssay.
# BH1578 lux ind: induces V. cholerae light production without autoinducers | V. cholerae BH1578 lux reporter, luminescence, 6 h | activation, % at 18.7 µM | 0.16% of 350,000 active; in the data active = activation mostly above about 9.7%, no sharp cut-off; inconclusive = no clear call, values can overlap the other calls; inactive = mostly below about 3.7%; also: not every result past the cut was called active; inactives centre near 0; reference of the scale not given here
# Anthrax LF prot: anthrax lethal factor protease inhibition; P15917; multiplex microsphere protease cleavage assay, LF; inhibition, % at 10 µM; 0.12% of 360,000 active; AID 588501; also: plate controls were buffer without enzyme for full effect and enzyme alone for no effect
# Target sequence (P15917 whole entry, looked up): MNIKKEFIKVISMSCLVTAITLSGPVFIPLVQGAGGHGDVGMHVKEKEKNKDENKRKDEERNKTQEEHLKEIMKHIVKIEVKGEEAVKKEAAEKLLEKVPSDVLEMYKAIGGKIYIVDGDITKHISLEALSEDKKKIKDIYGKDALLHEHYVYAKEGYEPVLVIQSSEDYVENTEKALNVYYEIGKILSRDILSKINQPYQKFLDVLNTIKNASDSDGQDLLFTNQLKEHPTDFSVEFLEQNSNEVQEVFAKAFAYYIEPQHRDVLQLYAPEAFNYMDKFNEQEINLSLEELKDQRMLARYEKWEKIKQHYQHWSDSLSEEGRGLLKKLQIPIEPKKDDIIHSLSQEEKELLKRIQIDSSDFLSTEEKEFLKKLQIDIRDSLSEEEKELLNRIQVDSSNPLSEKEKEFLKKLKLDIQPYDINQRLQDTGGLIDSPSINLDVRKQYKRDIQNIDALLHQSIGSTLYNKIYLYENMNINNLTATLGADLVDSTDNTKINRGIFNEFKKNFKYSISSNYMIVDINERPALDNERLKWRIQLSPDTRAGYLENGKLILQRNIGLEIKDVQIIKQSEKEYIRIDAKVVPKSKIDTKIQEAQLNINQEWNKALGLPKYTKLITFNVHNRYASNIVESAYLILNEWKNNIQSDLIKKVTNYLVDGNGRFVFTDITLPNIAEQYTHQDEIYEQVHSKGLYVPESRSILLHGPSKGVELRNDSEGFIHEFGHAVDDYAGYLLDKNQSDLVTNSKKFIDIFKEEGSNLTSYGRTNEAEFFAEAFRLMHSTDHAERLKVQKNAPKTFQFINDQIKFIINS
# PriA SSB inh: inhibitors of Klebsiella pneumoniae PriA binding to SSB C-terminal tail. AlphaScreen SSBct-PriA binding, biotinylated peptide. inhibition, % at 33 µM. 0.6% of 430,000 active. AID 1272365; in the data active = inhibition mostly above about 37%, no sharp cut-off; inactive = mostly below about 20%;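 also: plate controls were negative control peptide for no effect and reference peptide for full effect; strong numbers were not always called active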
# 3CLpro inhibitor: SARS-CoV 3CLpro protease inhibition; P0C6X7; AID 1706; 0.14% of 290,000 active; inhibition, % at 6 µM; recombinant SARS-CoV 3CLpro, quenched FRET peptide cleavage; in the data active = inhibition above about 12%
# TcdB inh: blocks C. difficile toxin B glycohydrolase activity; TcdB glycohydrolase enzymatic assay, plate reader; AID 652162; 0.24% of 350,000 active; inhibition, % at 9.99 µM; in the data active = inhibition above about 10%
# Yp Topo-I inh: inhibitors of Yersinia pestis topoisomerase I; AID 504884; activity, % at 10 µM; 0.064% of 360,000 active; Y. pestis Topo-I cleavage product accumulation, plate reader; in the data active = activity above about 50%, passing the limit was not always enough; inconclusive = no clear call, values can overlap the other calls; also: inactives centre near 2
# PfHsp40 rescue: restores yeast growth despite PfHsp40 toxicity; S. cerevisiae expressing PfHsp40, growth rescue, ATP luminescence; growth rescue, % at 12.5 µM; 0.68% of 340,000 active; AID 504582; in the data active = growth rescue above about 28%, passing the limit was not always enough; inconclusive = no clear call, values can overlap the other calls;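 also: yeast W303a lacking pdr1 and pdr3 grown in galactose medium; growth measured after three days at 30 °C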
# PrPC surface inh: inhibitors of human cell surface prion protein PrPC | P04156 | AID 720596 | TR-FRET read-out | inhibition, % at 13.8 µM | 0.43% of 370,000 active; in the data active = inhibition above about 24%; also: 0% = median of the test wells and 100% = reference compound wells
# BoNT A protease: blocks Botulinum neurotoxin A light chain protease | multiplex microsphere protease substrate cleavage, flow cytometry | inhibition, % at 10 µM | 0.17% of 360,000 active | AID 588499; also: plate controls were buffer without enzyme for full effect and enzyme alone for no effect
# * = called active by the depositor; i = inactive; ? = inconclusive; nt = no result given; & = joins results of further samples. Rule as the data show it, unless noted: active = inhibition above about 30%; inconclusive = no clear call, values can overlap the other calls; inactive = below that.
SMILES,BH1578 lux ind,Anthrax LF prot,PriA SSB inh,3CLpro inhibitor,TcdB inh,Yp Topo-I inh,PfHsp40 rescue,PrPC surface inh,BoNT A protease
COc1ccccc1NC(=S)NC(NC(=O)CC(C)C)C(Cl)(Cl)Cl (stereo not given),i,-1,2,5,-0.1,2,-1.3,-2,0.4
CS(=O)(=O)c1ccc(C2=C(CNC(=O)c3cccs3)[C@H]3CC[C@@H](C2)N3Cc2ccccc2)cc1,0.0,-5,nt,nt,1.1,-8,nt,-6,0.1
COc1ccc(N2CCN(C(=O)NC(=O)c3ccccc3)CC2)cc1,i,0,7,2,2.5,2,-0.3,4,1.8
Cc1cc(C(=O)N/N=C/c2cc(Br)ccc2OC(=O)c2ccccc2Cl)n[nH]1,i,-1,nt,1,-1.7,-3,1.1,-1,-0.3
Cc1ccc(-n2ncc3c2CC(C)(C)CC3NC(=O)c2ccncc2)cc1 (stereo not given),1.9,1,-5,-3,-5.2,6,1.0,2,-1.5
Cc1ccc(NC(=O)c2ccc(CN3CCc4ccccc4C3)cc2)cc1,-3.2,-3,-7,-1,nt,6,0.4,1,-1.5
COc1ccc2cnn(CCOc3cc(C)ccc3C(C)C)c(=O)c2c1OC,i,-2,-21,-3,nt,20,320*,-3,-0.1
CC1(C)CCCC2=C1CC1C(=O)N(c3ccccc3)C(=O)C1C2 (stereo not given),-0.2,0,-10,0,nt,1,1.4,-3,-0.5
O=C(Nc1ccc2ccccc2c1)c1cc(F)c(F)cc1Cl,-0.3,-19,-1,3,1.8,-5,0.3,2,?
COC(=O)CSc1nc(COc2ccccc2)nc2ccccc12,-0.3,-2,-5,-1,2.5,-18,-0.2,49*,3.9
O=C(O)CN1C(=O)/C(=C\c2cn(CC(=O)N3CCOCC3)c3ccccc23)SC1=S,2.0,0,-7,1,1.0,-8,-0.3,0,1.2
COc1ccc(Cl)cc1S(=O)(=O)NC(C)C(=O)NCc1ccncc1 (stereo not given),-0.2,1,-3,-5,0.2,7,2.0,-1,0.6
Cc1cccc(N=C2NC(=O)C(CO)(CO)S2)c1,-0.3,-8,-4,1,5.8,-1,0.9,-4,-2.3
COc1ccc(C(O)(CCC(C)C)C(CN2CCOCC2)c2ccccc2)cc1 (stereo not given),i,-8,4,2,1.3,17,0.5,5,-1.1
COC(=O)c1cccc(NC(=O)Nc2ccc(Cl)c(Cl)c2)c1,-12,-2,-8,6,0.8,-22,0.4,12,1.5
COc1ccc(N2CCN(C(=O)CSc3nc4[nH]ncc4c(=O)n3-c3cccc4ccccc34)CC2)cc1,-0.1,-4,14,2,0.9,45,1.2,-5,-0.2
Cc1ccc(S(=O)(=O)/N=C(/Nc2cccc(C(=O)O)c2)c2ccccc2)cc1,i,7,nt,4,1.2,12,-2.7,-1,-1.8
COc1ccccc1OCC#CCSc1ncccn1,-0.6,-5,-12,0,0.1,-4,-0.1,-2,-1.3
Nc1nc(C2C(=O)CCCC2=O)cs1,-0.2,-2,58*,-6,-1.3,-9,8.9,-3,-2.9
Cc1ccc(S(=O)(=O)N2CCOCC2)cc1C(=O)N1CCN(Cc2ccccc2)CC1,-1.9,-2,-9,nt,0.4,4,-1.5,-2,-4.3
Cc1c(Cl)cccc1NC(=S)NCC1COc2ccccc2O1 (stereo not given),1.6,-6,-1,9,1.5,4,nt,-2,-1.3
COc1ccccc1OCC(O)Cn1nc(C)cc1C (stereo not given),i,0,-6,1,nt,-6,-0.4,-9,1.1
CC(C)C(=O)N1CCN(c2ccccc2NC(=S)NC(=O)/C=C/c2ccco2)CC1,i,-2,6,nt,0.6,0,-0.6,-7,-0.6
COc1ccc(C(=O)Nc2ccc(C(=O)O)cc2NC(=O)c2ccc(OC)cc2)cc1,i,-4,0,3,0.5,-5,1.0,6,2.5
Nc1nc(SCc2ccc(F)cc2)n[nH]1,i,-2,-2,-4,1.0,3,-0.3,-4,0.9
COc1ccc([C@@H]2[C@@H]3C(=O)N(C(C)(C)C)C(=O)[C@@H]3[C@]3(C)C(=O)N(c4cccc(F)c4)C(=O)N23)cc1,i,-8,4,0,-0.6,8,-0.9,-5,-0.6
O=C(Nc1nnc(-c2ccc(F)cc2)s1)c1c(F)cccc1Cl,i,-1,-3,-1,-1.3,2,0.4,8,-0.2
COc1ccc(C(=O)Cc2cnn(-c3ccccc3)c2)c(O)c1,-12,2,3,6,nt,8,0.9,-1,0.0
O=C(Nc1ccc2c(c1)OCO2)C1COc2ccccc2O1 (stereo not given),-0.2,-2,-4,-3,nt,-1,-0.7,7,-0.9
COc1ccc(NS(=O)(=O)c2cc([N+](=O)[O-])ccc2N/N=C\c2c(C)[nH]c3ccccc23)cc1,i,-18,nt,1,nt,-45,19,-1,2.1
O=C(Nc1ccc(N2CCCCC2)cc1)c1cc([N+](=O)[O-])cc([N+](=O)[O-])c1,i,-1,-1,1,2.5,-11,-1.2,-5,0.1
CCN(CC(=O)Nc1ccc2c(c1)OCCO2)C(=O)c1ccc([N+](=O)[O-])s1,-1.3,-1,0,nt,-0.1,-3,-0.1,-50,-0.5
O=C(OCC(=O)N1CCCC1=O)c1cccc(S(=O)(=O)N2CCOCC2)c1,i,2,10,2,1.4,-3,-3.8,5,0.5
Cc1cc(Nc2ccc(F)cc2)n2nc(C)nc2n1,-0.4,-11,-10,-6,0.2,-5,-0.5,0,-0.7
Cc1nc(C)c(C(=O)NN=Cc2ccc(N(CCCl)CCCl)cc2)s1,i,-4,-8,nt,5.4,2,-2.0,3,0.4
CCOc1ccc(NC(=S)N2c3ccccc3CC2C)cc1 (stereo not given),1.4,-3,10,0,1.3,-2,1.0,0,0.7
Cc1c(C(=O)NCc2ccc(Cl)c(Cl)c2)sc(=O)n1Cc1ccc(C(=O)N(C)C)cc1,i,0,nt,nt,1.7,18,nt,8,0.1
Cc1nc2ccc(NC(=O)Cc3ccc(Br)cc3)cc2s1,0.0,-3,4,3,0.9,6,-0.2,10,1.0
CNS(=O)(=O)c1ccc(NCC2COc3ccccc3O2)c([N+](=O)[O-])c1 (stereo not given),i,0,15,3,nt,-2,-1.4,-24,1.1
COC(=O)c1c(NC(=O)C2C3C=CC(CC3)C2C(=O)O)sc(C)c1C (stereo not given),-0.2,-1,-12,4,nt,2,0.0,6,-1.2
FC(F)(F)c1cc(Cl)c2nnc(-c3ccccn3)n2c1,i,-1,0,-3,-0.8,1,-0.8,-10,-0.1
CCc1cccc(C)c1NC(=O)CSc1nc2ccc(N3C(=O)c4ccccc4C3=O)cc2s1,i,3,-1,-5,nt,27,-0.6,-4,0.4
COc1ccc(-c2cc(C(N)=O)nc(N3CCCCCC3)n2)cc1,i,-8,-14,1,nt,-13,-0.1,-8,-0.9
C=CCn1c(N)cc(=O)nc1SCC(=O)Nc1ccccc1,i,-3,-8,2,nt,-8,0.6,9,-0.2
CN(CC(=O)Nc1sccc1C#N)S(=O)(=O)c1ccc(F)cc1,-0.8,nt,-12,nt,1.7,8,-1.4,2,nt
Cc1sc2ncnc(SCC(=O)c3cccs3)c2c1C,i,-2,-9,6,nt,13,0.2,1,-1.5
COc1ccc(C(=O)N2CCC(C(N)=O)CC2)cc1S(=O)(=O)N1CCCC1,i,10,2,nt,0.3,0,-0.2,5,0.1
Nn1c(COc2ccccc2)nnc1SCc1cc(=O)[nH]c2ccccc12,-6.7,-1,4,-6,0.6,-4,-0.3,-5,-1.3
CS(=O)(=O)N(CC(=O)Nc1ccccc1C(=O)NCc1ccccc1)c1ccc2c(c1)OCCO2,-0.4,-6,5,4,nt,5,0.4,-5,1.5
Cc1ccc(Nc2cc(C)nc3nc(C)nn23)c(C)c1,-0.2,5,-13,3,-0.5,7,-0.6,-2,-0.2
COC(=O)CSc1nc2sc3c(c2c(=O)n1-c1ccccc1)CCN(C)C3,0.3,13,-2,0,3.7,15,1.4,-8,15
Cc1ccc(C(=O)NCCc2nnc3ccc(SCC(=O)Nc4ccccc4F)nn23)cc1,-1.0,4,-7,2,1.0,6,-1.2,-8,-0.2
COc1ccc(NC(=O)CCNC(=O)c2ccccc2Cl)cc1OC,i,-18,-8,-1,0.5,0,0.8,-4,-2.5
CCn1c(SCc2ccc(Cl)cc2)nc2nc3c(cc2c1=O)CCCC3,-0.2,-1,-8,-1,1.0,-6,13,5,0.4
O=C(Cc1ccc(S(=O)(=O)N2CCCC2)s1)NC1CCCCCC1,i,1,-1,0,nt,1,-0.1,5,1.2
CC1(C(=O)N2CCCCC2)CCN1C(=O)C1(c2ccccc2)CC1 (stereo not given),-0.8,-1,nt,nt,0.3,9,nt,-4,-0.3
CC(C)c1nnc(NC(=O)CC(=O)Nc2ccccc2C(=O)O)s1,-1.0,-13,-11,1,nt,-6,-2.1,-5,-0.1
COc1ccc(OC)c(CC(=O)O)c1,i,-1,-24&-12,0,nt,3,-0.7,-5,?
C=C(C)CSc1nc(N)c(C#N)c(-c2ccc(C)cc2)c1C#N,-2.1,-1,6,1,0.6,15,1.4,10,0.3
COCCNC(=O)c1ccc2c(c1)nc(C)n2-c1cc(OC)c(OC)c(OC)c1,i,0,11,0,nt,1,-1.7,nt,-0.7

# Structures shown so far that contain an NH in an aromatic ring (5):
SMILES,BH1578 lux ind,Anthrax LF prot,PriA SSB inh,3CLpro inhibitor,TcdB inh,Yp Topo-I inh,PfHsp40 rescue,PrPC surface inh,BoNT A protease
Cc1cc(C(=O)N/N=C/c2cc(Br)ccc2OC(=O)c2ccccc2Cl)n[nH]1,i,-1,nt,1,-1.7,-3,1.1,-1,-0.3
COc1ccc(N2CCN(C(=O)CSc3nc4[nH]ncc4c(=O)n3-c3cccc4ccccc34)CC2)cc1,-0.1,-4,14,2,0.9,45,1.2,-5,-0.2
Nc1nc(SCc2ccc(F)cc2)n[nH]1,i,-2,-2,-4,1.0,3,-0.3,-4,0.9
COc1ccc(NS(=O)(=O)c2cc([N+](=O)[O-])ccc2N/N=C\c2c(C)[nH]c3ccccc23)cc1,i,-18,nt,1,nt,-45,19,-1,2.1
Nn1c(COc2ccccc2)nnc1SCc1cc(=O)[nH]c2ccccc12,-6.7,-1,4,-6,0.6,-4,-0.3,-5,-1.3

# The results go on.
SMILES,BH1578 lux ind,Anthrax LF prot,PriA SSB inh,3CLpro inhibitor,TcdB inh,Yp Topo-I inh,PfHsp40 rescue,PrPC surface inh,BoNT A protease
Cc1c(Cl)cccc1NC(=O)CNCc1ccccc1F,-0.5,-8,-2,-1,-0.3,4,-0.2,5,-2.7
COc1ccc(S(=O)(=O)N(CC(=O)NCC2CCCO2)c2ccc(F)cc2)cc1OC (stereo not given),-0.4,nt,-8,-5,nt,-5,-0.6,8,nt
CCCCC(CC)Cn1c(O)c(/C=C2\C=NN=C2c2ccccc2)sc1=S (stereo not given),-1.5,1,nt,2,nt,-8,-0.3,-1,0.8
CCN(CC(=O)Nc1c(C(=O)OC)[nH]c2ccccc12)c1ccc2c(c1)OCO2,-7.6,-11,42,6,nt,23,6.3,-3,-0.1
N#Cc1nc(COc2ccccc2)oc1NCCCn1ccnc1,-0.2,-1,0,5,-4.8,-13,0.8,1,1.6
CC(C)CC1C(=O)N(Cc2cn(CC3CCCCC3)nn2)CCS(=O)(=O)N1Cc1ccc(-c2cccc(CO)c2)cc1 (stereo not given),-0.4,2,nt,nt,0.8,27,nt,-4,-0.2
COc1ccc(CCNC(=O)COc2ccc(S(=O)(=O)N3CCOCC3)cc2)cc1OC,i,-3,5,1,nt,-4,0.5,2,-0.2
Cc1ccccc1CSCCNC(=O)c1ccc(Cl)c(S(=O)(=O)N2CCOCC2)c1,i,-6,-11,4,nt,23,2.0,14,0.8
COc1ccc(C2=NOC(Cn3nc(C(=O)NCC4CC4)cc3-c3ccccc3)C2)cc1 (stereo not given),-3.7,2,-1,nt,-3.9,21,0.0,0,0.2
O=C(Cn1c(C(=O)NCC2CCCO2)cc2sccc21)c1ccccc1 (stereo not given),-0.4,1,-26,-6,9.0,1,0.2,nt,-0.2
CC(Sc1cccc[n+]1[O-])C(=O)Nc1ccc(Oc2ccccc2)cc1 (stereo not given),-0.9,-5,2,8,0.7,-7,1.2,3,-0.1

# This is a subset, so the mix of outcomes need not match the whole.
